D1 antagonist = antagonists of human D1 dopamine receptor | HEK293 TREx D1 cells, calcium flux, dopamine EC80; hits give low values | activity change, negative = inhibition, % at 10 µM | P21728 | AID 504652 | 3.2% of 360,000 active; in the data active = activity change below about -30%; also: % is scaled to controls: 0 for no effect and ±100 for the full control effect
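Compound effects on dopamine-evoked calcium signalling were measured in tetracycline-induced HEK293 Trex D1 cells. Dopamine at EC80 followed a 180 s compound pre-read, and fluorescence was tracked kinetically for 180 s more.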
D2 agonist = agonists of human D2 dopamine receptor; P14416; AID 485358; HEK293 T-REx D2 cells, calcium flux agonist mode; activation, % at 2 µM; 0.53% of 340,000 active;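 active = activation over 3 SD above normal in the single-dose calcium agonist read, cut at about 30% in these data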; also: 0% is about no effect
Target sequence (P14416 whole entry, looked up): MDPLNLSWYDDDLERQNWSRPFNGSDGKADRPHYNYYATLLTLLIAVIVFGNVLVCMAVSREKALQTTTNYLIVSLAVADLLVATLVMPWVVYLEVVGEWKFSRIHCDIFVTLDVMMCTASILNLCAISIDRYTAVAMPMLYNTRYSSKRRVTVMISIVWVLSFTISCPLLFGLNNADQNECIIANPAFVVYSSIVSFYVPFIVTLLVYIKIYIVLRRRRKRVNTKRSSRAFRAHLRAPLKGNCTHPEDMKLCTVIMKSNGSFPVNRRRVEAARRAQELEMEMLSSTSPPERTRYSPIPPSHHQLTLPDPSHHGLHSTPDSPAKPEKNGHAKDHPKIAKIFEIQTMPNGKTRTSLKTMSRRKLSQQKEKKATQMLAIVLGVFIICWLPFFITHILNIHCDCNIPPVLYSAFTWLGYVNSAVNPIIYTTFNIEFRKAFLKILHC
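Calcium-flux readout, 1 cycle/sec over 180 s following compound pin transfer, in inducible HEK293 Trex D2 cells (force-coupled); dopamine controls included. Positive calcium responses during this window marked compounds as potential agonists.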
D1 potentiator = enhances dopamine response at the human D1 receptor. P21728. HEK293 TREx D1 cells, calcium flux, dopamine EC20 potentiation. potentiation, % at 10 µM. 0.036% of 360,000 active; in the data active = potentiation above about 30%; also: 0% is about no effect
TRHR agonist = activates the human TRH receptor; activation, % at 2 µM; AID 493084; TRHR cells, calcium flux fluo-8, FDSS agonist mode; P34981; 0.18% of 360,000 active; also: 0% is about no effect
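Steps: seed TRHR cells overnight; add fluo-8 no-wash Ca dye, RT 30 min–1.5 h; record 10 s baseline; pin-transfer compounds; monitor fluorescence 1 cycle/s for the agonist window. Calcium increases flag candidate agonists.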
D1 ag = activates the human D1 dopamine receptor. P21728. HEK293 T-REx D1 cells, calcium flux, agonist mode. activation, % at 2 µM. 1% of 360,000 active. AID 504660; also: 0% is about no effect
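Agonism was scored from calcium flux recorded over 180 s (1 read/s) after pintool compound addition, following a 10-cycle baseline. Cells were inducible force-coupled HEK293 TREx D1, plated overnight at 30 C and loaded with no-wash calcium dye.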
RXFP1 antag = antagonists of human relaxin receptor RXFP1; HEK293-RXFP1, relaxin-stimulated cAMP HTRF, 30 min; hits give low values; activity change, negative = inhibition, % at 57.5 µM; 0.59% of 350,000 active;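 active = activity change of -60% or lower, but not beyond a set lower limit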; also: % is scaled to controls: 0 for no effect and ±100 for the full control effect
D2 antag = antagonists of human D2 dopamine receptor | P14416 | HEK293 TREx D2 cells, calcium flux, dopamine EC80 | inhibition, % at 10 µM | 2% of 340,000 active | AID 485344; in the data active = inhibition above about 30%; also: 0% is about no effect
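Compounds are added to dye-loaded, induced HEK293 T-REx cells coupled to calcium release via D2; after a 3 min kinetic read an EC80 dopamine stimulus is given and fluorescence is recorded for 3 more min.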
D2 PAM = positive allosteric modulators of human D2 dopamine receptor. P14416. HEK293 T-REx D2, calcium flux, EC20 dopamine potentiation. potentiation, % at 10 µM. 0.34% of 340,000 active. AID 485347;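 active = potentiation over 3 SD above the plate norm, cut at about 30% in these data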; also: 0% is about no effect
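Tetracycline-induced HEK293 T-REx cells force-coupled to calcium signalling expressed D2; compounds were pin-added after a 10 s baseline, read kinetically 180 s, then an EC20 dopamine challenge followed with a further 180 s calcium read.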
TRHR enhancer = allosterically enhances the human TRH receptor | P34981 | TRHR cells, fluo-8 calcium fluorescence, EC20 TRH enhancement | enhancement, % at 2 µM | 0.66% of 360,000 active | AID 493056; in the data active = enhancement above about 30%; also: 0% is about no effect
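Enhancer read-out: after compound pinning and an initial kinetic agonist-mode read, an EC20 of TRH (10 nM final) was injected and fluo-8 calcium signal (Ex 480/Em 530) followed at 1 s/cycle for 100 cycles in TRHR-expressing cells.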
Active calls of the source: *; x = no result given. Rule as the data show it, unless noted: active = activation above about 30%; inactive = the rest.

[1] Cc1c(NC(=O)C(C)OC(=O)CC2CC3CCC2C3)c(=O)n(-c2ccccc2)n1C (stereo not drawn)
[2] Cc1cccc(NC(=O)C2CCCN(S(=O)(=O)c3cnc[nH]3)C2)c1C (stereo not drawn)
[3] CC(C)[C@H](NC(=O)NC1CCCC1)C(=O)O
[4] O=C(Nc1ccc(F)cc1)c1ccc2nc[nH]c2c1
[5] C=CCn1c(=O)n(C(=O)OCC)c2cc(Br)ccc21
[6] CSC1=NCCCN1C(=O)c1c(-c2ccccc2Cl)noc1C
[7] O=C(Nc1ccc2[nH]c(=O)[nH]c2c1)C(F)(F)F
[8] CSCC(=O)NS(=O)(=O)c1ccc(C)cc1
[9] O=S(=O)(c1ccccc1)n1nc(-c2ccccc2)nc1NCc1ccc(Cl)cc1
[10] CC[C@@]12C(=O)N(c3cccc(Br)c3)C(=O)N1[C@H](c1ccc(Cl)cc1)[C@@H]1C(=O)N(C3CCCCC3)C(=O)[C@@H]12

screen / no.	1	2	3	4	5	6	7	8	9	10
D1 antagonist	-5	-2	-16	2	-2	-4	-1	4	14	-10
D2 agonist	x	x	-0.7	2.1	6.1	-0.6	3.9	-2.0	1.2	-0.3
D1 potentiator	-4	1	-1	7	9	-1	0	-3	-3	3
TRHR agonist	-0.4	0.0	0.1	0.5	0.9	-0.3	0.7	-0.5	2.8	0.5
D1 ag	0	1	1	0	0	7	3	-1	12	1
RXFP1 antag	5	1	2	2	-32	-5	-6	x	x	x
D2 antag	x	x	11	8	6	9	9	2	x	0
D2 PAM	x	1	7	2	1	0	-1	-2	-4	1
TRHR enhancer	-5	2	-3	3	66*	-2	-2	12	2	-2

[11] CCOc1ccccc1NC(=O)C1CCN(S(=O)(=O)c2ccc3c(c2)CC(C)N3C(C)=O)CC1 (stereo not drawn)
[12] O=C(NCCCn1ccnc1)c1ccc(Cl)c(Cl)c1
[13] CO/N=C/c1ccc(N2CCOCC2)c([N+](=O)[O-])c1
[14] Cc1ccc(CNC(=O)C2CCC(=O)N(CCCN3CCOCC3)C2)cc1 (stereo not drawn)
[15] CCOc1ccc(S(=O)(=O)N2CC(=O)Nc3ccccc32)cc1C#N
[16] COc1ccc(CCN=C(C)c2cc(C)c(C)cc2O)cc1OC
[17] CCCCN1C(=O)NC(c2ccc(OC)cc2)C(C(=O)OCc2ccccc2)=C1C (stereo not drawn)
[18] COc1ccc2cc(C(=O)OC(C)C)sc(=O)c2c1OC
[19] COc1cc2c(C#N)c(N3CCCCC3)nc(N)c2c(N)n1
[20] COc1ccc(CCN2C(=O)C3CC(C)=C(C)CC3C2=O)cc1OC (stereo not drawn)

screen / no.	11	12	13	14	15	16	17	18	19	20
D1 antagonist	-3	-8	34	-7	-9	15	-2	-7	0	-20
D2 agonist	-0.2	x	1.3	-1.3	0.1	1.6	-0.8	-2.4	0.9	0.0
D1 potentiator	-2	-4	4	4	-5	0	-1	5	6	-12
TRHR agonist	-0.4	-0.5	0.0	0.1	0.0	1.6	-0.1	-0.7	0.2	-0.1
D1 ag	1	2	1	3	1	1	8	0	1	1
RXFP1 antag	0	2	-12	-14	-10	1	x	1	0	-1
D2 antag	x	x	-3	-5	2	-20	-5	-4	1	-22
D2 PAM	x	x	11	7	-4	-9	-7	-12	11	5
TRHR enhancer	-3	-1	-1	1	8	17	-3	-3	2	-2

[21] COc1ccc(C2NC(C(=O)O)Cc3c2[nH]c2ccccc32)cc1CN1CCN(c2ccc(F)cc2)CC1 (stereo not drawn)
[22] COc1ccc(C(=O)Oc2c(C)occc2=O)cc1OC
[23] CCCC(=O)NC(NC(=S)Nc1ccc(S(N)(=O)=O)cc1)C(Cl)(Cl)Cl (stereo not drawn)
[24] C/C(CC(=O)Nc1cc(C)ccn1)=N\NC(=O)COc1cccc(C)c1
[25] CCCOc1ccc(-c2c(C(=O)N/N=C/c3ccc(C)cc3)nnn2-c2nonc2N)cc1
[26] COC(=O)C1C(=O)C2=C(CC1C)NC(C)=C(C(=O)OC1CCCCC1)C2c1ccc(N(C)C)cc1 (stereo not drawn)
[27] O=C(Nc1nc2ccc(F)cc2s1)C1=NN(c2ccccc2)C(=O)CC1
[28] COc1ccc(CNC(=O)c2c([S-])n(-c3ccc(C)cc3)c3cccc[n+]23)cc1

screen / no.	21	22	23	24	25	26	27	28
D1 antagonist	-48*	0	4	-5	28	7	-16	-3
D2 agonist	-2.0	-0.4	0.6	0.1	5.8	-2.3	-0.7	1.4
D1 potentiator	-15	-5	-7	-1	15	-4	-3	-7
TRHR agonist	-0.3	0.5	1.6	0.4	1.2	-1.8	0.6	-0.3
D1 ag	1	1	0	1	2	1	3	5
RXFP1 antag	-5	-5	7	x	-34	-12	-13	0
D2 antag	14	7	1	1	4	-23	-1	23
D2 PAM	8	0	6	27	5	17	-17	-19
TRHR enhancer	-3	2	6	3	10	4	1	-10

Among those listed so far, these have an aryl methoxy group.
[16] COc1ccc(CCN=C(C)c2cc(C)c(C)cc2O)cc1OC
[17] CCCCN1C(=O)NC(c2ccc(OC)cc2)C(C(=O)OCc2ccccc2)=C1C (stereo not drawn)
[18] COc1ccc2cc(C(=O)OC(C)C)sc(=O)c2c1OC
[19] COc1cc2c(C#N)c(N3CCCCC3)nc(N)c2c(N)n1
[20] COc1ccc(CCN2C(=O)C3CC(C)=C(C)CC3C2=O)cc1OC (stereo not drawn)
[21] COc1ccc(C2NC(C(=O)O)Cc3c2[nH]c2ccccc32)cc1CN1CCN(c2ccc(F)cc2)CC1 (stereo not drawn)
[22] COc1ccc(C(=O)Oc2c(C)occc2=O)cc1OC
[28] COc1ccc(CNC(=O)c2c([S-])n(-c3ccc(C)cc3)c3cccc[n+]23)cc1

screen / no.	16	17	18	19	20	21	22	28
D1 antagonist	15	-2	-7	0	-20	-48*	0	-3
D2 agonist	1.6	-0.8	-2.4	0.9	0.0	-2.0	-0.4	1.4
D1 potentiator	0	-1	5	6	-12	-15	-5	-7
TRHR agonist	1.6	-0.1	-0.7	0.2	-0.1	-0.3	0.5	-0.3
D1 ag	1	8	0	1	1	1	1	5
RXFP1 antag	1	x	1	0	-1	-5	-5	0
D2 antag	-20	-5	-4	1	-22	14	7	23
D2 PAM	-9	-7	-12	11	5	8	0	-19
TRHR enhancer	17	-3	-3	2	-2	-3	2	-10

3 compounds already listed, arranged by the number in D2 antag, rising.
cpd	SMILES	D1 antagonist	D1 potentiator	D1 ag	RXFP1 antag	D2 antag	D2 PAM	TRHR enhancer
18	COc1ccc2cc(C(=O)OC(C)C)sc(=O)c2c1OC	-7	5	0	1	-4	-12	-3
8	CSCC(=O)NS(=O)(=O)c1ccc(C)cc1	4	-3	-1	x	2	-2	12
5	C=CCn1c(=O)n(C(=O)OCC)c2cc(Br)ccc21	-2	9	0	-32	6	1	66*

Compound activity (PubChem)
